# High-throughput results as filed in PubChem BioAssay.
# MCF10A rereplic – DNA re-replication induction in MCF 10a cells. AID 624296. Potency, µM (titrated, usually from 46.1 µM), without a hit: at the highest dose activity, positive = re-replication, usual class: activators. MCF 10A DNA re-replication, Hoechst nuclear intensity, 48 h. 2.9% of 350,000 active; note: % of control where 0% means no effect; nearly all actives have a fitted effect of over 50% in size
# HepG2 viability – kills HepG2 cells in TGF-b inhibitor counter-screen | HepG2 CAGA-GFP viability, ATP luminescence, 18 h | Potency, µM (titrated, usually from 46.1 µM), without a hit: at the highest dose activity change, negative = cytotoxicity, actives largely listed as cytotoxic | 0.76% of 410,000 active; note: some results filed as inactive show a strong effect at the top dose
#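 CellTiter-Glo luminescence gave cytotoxicity after 18 hours at 37 degrees C. The cells were HepG2 CAGA-GFP in 1% FBS DMEM, stimulated with 500 pg/mL TGF-beta after compound addition. %Activity was normalised to no-cell wells (complete cell-killing) and DMSO (no toxicity), and curves were fitted and classified.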
# EPAC2 antagonist – antagonists of human EPAC2. Q8WZA2. EPAC2 GEF exchange of Rap1B-BODIPY-GDP, fluorescence. Potency, µM (top dose mostly 114 µM), for inactives: at the highest dose activity, negative = inhibition, most hits filed as inhibitors. 0.18% of 360,000 active. AID 720708; note: % is set by controls: 0 for no effect and ±100 for the full control effect; nearly all actives have a fitted effect of over 45% in size; many of its hits are not listed in these tables
# Target sequence (Q8WZA2 whole entry, looked up): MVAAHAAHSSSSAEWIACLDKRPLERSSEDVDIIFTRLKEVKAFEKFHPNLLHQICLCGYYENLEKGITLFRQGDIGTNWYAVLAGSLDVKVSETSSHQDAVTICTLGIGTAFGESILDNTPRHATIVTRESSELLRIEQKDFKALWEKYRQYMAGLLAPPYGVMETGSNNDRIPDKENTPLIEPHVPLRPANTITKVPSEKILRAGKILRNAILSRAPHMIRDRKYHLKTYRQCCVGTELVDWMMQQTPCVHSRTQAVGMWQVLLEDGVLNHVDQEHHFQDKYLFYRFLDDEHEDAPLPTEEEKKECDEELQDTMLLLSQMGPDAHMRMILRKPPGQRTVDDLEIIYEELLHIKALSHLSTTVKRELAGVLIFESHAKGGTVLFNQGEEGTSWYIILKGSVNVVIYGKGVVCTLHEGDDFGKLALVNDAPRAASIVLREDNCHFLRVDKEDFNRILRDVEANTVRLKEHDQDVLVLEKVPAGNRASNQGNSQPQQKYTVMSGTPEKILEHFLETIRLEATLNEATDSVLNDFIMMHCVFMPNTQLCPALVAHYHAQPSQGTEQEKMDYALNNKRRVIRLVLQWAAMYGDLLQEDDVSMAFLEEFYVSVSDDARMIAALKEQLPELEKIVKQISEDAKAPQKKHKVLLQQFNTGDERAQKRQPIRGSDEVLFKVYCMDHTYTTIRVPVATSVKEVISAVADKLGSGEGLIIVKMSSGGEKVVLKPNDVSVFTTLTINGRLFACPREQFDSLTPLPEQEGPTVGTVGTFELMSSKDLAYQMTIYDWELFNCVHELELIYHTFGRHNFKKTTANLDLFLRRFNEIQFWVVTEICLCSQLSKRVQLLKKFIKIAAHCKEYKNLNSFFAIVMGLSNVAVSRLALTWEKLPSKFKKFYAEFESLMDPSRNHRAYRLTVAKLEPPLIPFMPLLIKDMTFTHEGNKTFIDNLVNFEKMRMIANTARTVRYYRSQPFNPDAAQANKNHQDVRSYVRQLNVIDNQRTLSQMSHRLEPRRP
# Nrf2 activator – activates Nrf2 signaling; AREc32 ARE-luciferase reporter (MCF7-derived line), luminescence, 24 h; Potency, µM (top dose mostly 46.1 µM), inactives show at the top dose activation, most hits filed as activators; 0.31% of 410,000 active; note: % of control where 0% means no effect; nearly all actives have a fitted effect of over 65% in size
#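 AREc32 cells carrying an ARE-driven firefly luciferase reporter were seeded at 1000 cells/well in OPTI-MEM with 5% FBS, then exposed to compound for 24 hr at 37 deg C. Luminescence was read with Steady-Glo after 30 min at RT.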
# A549 viability – counter-screen for Nrf2 inhibitors: cytotoxicity in A549 cells; A549 ARE-Fluc cells, CellTiter-Fluor viability, 18-24 h; Potency, µM (highest dose often 46 µM), for the others: at the highest dose activity change, negative = cytotoxicity, most hits filed as inhibitors; 0.16% of 390,000 active; AID 504648; note: % is set by controls: 0 for no effect and ±100 for the full control effect
#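 Cytotoxicity counterscreen: CellTiter-Fluor fluorescence was measured in A549 ARE_Fluc cells after 18-24 h of compound exposure in a concentration series. The subsequent BugLite luminescent read reports ARE-luciferase activity.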
# ATXN viability – reduces viability in counter-screen for ATXN expression inhibitors. S2 cells (HEK-293 line with an ATXN2-luciferase reporter) viability, CellTiter-Fluor protease fluorescence, 24 h. Potency, µM (doses to about 56.7 µM), usual class: cytotoxic. 0.49% of 400,000 active. AID 651635; note: nearly all actives have a fitted effect of over 40% in size
# ATXN2 expr inh – inhibitors of ATXN2 expression. HEK-293 ATXN2-luciferase reporter, luminescence, 24 h. 0.72% of 360,000 active. Potency, µM (highest dose often 57 µM), inactives show top-dose activity change, negative = inhibition, usual class: inhibitors; note: % is set by controls: 0 for no effect and ±100 for the full control effect; nearly all actives have a fitted effect of over 55% in size
#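 qHTS (up to 57 uM final) was run with 24 h compound exposure of reporter cells at 37 °C. Each well was multiplexed: SteadyGlo luminescence measured ATXN2-luciferase expression after a fluorogenic Gly-Phe-AFC viability readout (25 uM final).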
# Nrf2 inh – inhibitors of Nrf2 signaling | 2.1% of 360,000 active | AID 504444 | Potency, µM (doses to about 46 µM), for the others: at the top dose activity change, negative = inhibition, most hits filed as inhibitors | A549 ARE-Fluc reporter, luciferase luminescence, 18-24 h; note: % is set by controls: 0 for no effect and ±100 for the full control effect; nearly all actives have a fitted effect of over 60% in size
#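 Nrf2 activity is the BugLite luminescence, read 15 min after reagent at room temperature, following CellTiter-Fluor cytotoxicity readout (30 min, 37C). Compound titrations were applied for 18-24 h to 5000 A549 ARE_Fluc cells/well in 5% FBS OPTI-MEM.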
# TGFb SMAD3 inh – inhibitors of TGF-b signaling | HepG2 CAGA-GFP TGF-b/SMAD3 reporter, GFP fluorescence, 18 h; TGF-beta stimulated, 500 pg/mL final | Potency, µM (doses to about 46.1 µM), without a hit: at the top dose activity, negative = inhibition, most hits filed as inhibitors | 1.2% of 410,000 active | AID 588855; note: % is set by controls: 0 for no effect and ±100 for the full control effect; nearly all actives have a fitted effect of over 65% in size
#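 Read-out: total well GFP (ex488/em500-530) summed from mean per-cell fluorescence. Cells: HEPG2 CAGA-GFP, 1% FBS DMEM, 18 h at 37 degrees C with 500 pg/mL final TGF-beta. Unstimulated wells served as the full-inhibition control; stimulated DMSO wells = 0%.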
# Numbers without * were called inactive; i = inactive; ? = inconclusive; . = not tested or not shown. Calls come from the whole dose curve; as a rule, active = well fitted curve in the direction sought with a large enough effect; inconclusive = small, poorly fitted or top-dose-only effect, or another doubt; inactive = no such curve, though single readings can be large; an effect the other way counts as inactive or inconclusive. Potency is the fitted concentration of half-maximal effect. These rows are one share of the data (hit frequency here may not be typical).
# Order of values – Nrf2 inh	HepG2 viability	Nrf2 activator	ATXN viability	A549 viability	TGFb SMAD3 inh	ATXN2 expr inh	MCF10A rereplic	EPAC2 antagonist
(1) Cc1ccc(Cl)cc1-n1ncc2c(NCCCc3ccccc3)ncnc21
→ .	-39%	-0.9%	32µM*	?	?	?	.	.
(2) NC(=S)NN=Cc1nccc2c(C(F)(F)F)cccc12
→ .	-39%	-5.0%	?	.	?	.	.	-1%
(3) CCOc1ccc2[nH]c(C(=O)N/N=C/c3ccccc3OC)cc2c1
→ -4%	-4%	-0.2%	i	-28%	-19%	-26%	5.2µM*	-2%
(4) CCN(C[C@H]1N[C@@](C)(C(=O)OC)[C@H]2C(=O)N(C)C(=O)[C@@H]12)S(=O)(=O)c1ccc(OC)cc1
→ 1%	1%	-1.2%	i	1%	0%	2%	1%	-5%
(5) Cc1nc(-n2nc(C)c(Cc3ccc4c(c3)OCO4)c2C)sc1C(=O)Nc1cccc(Cl)c1
→ -30%	-19%	-0.6%	.	7%	-18%	.	.	.
(6) COC(=O)C1=C(NC(C)=O)CCS1
→ 5%	-11%	0.3%	i	-1%	-7%	-17%	2%	2%
(7) Cc1nn(-c2ccc(N3CCCCC3)nn2)c(C)c1CCC(=O)Nc1ccccc1F
→ 0%	-9%	-0.6%	i	1%	-2%	14%	2%	-12%
(8) CN(C(=O)CCc1nnc(CCCCc2ccccc2)o1)C1CCOCC1
→ 5%	1%	-0.1%	i	-10%	4%	.	-13%	22%
(9) CCOC(=O)c1c(C)[nH]c(C(=O)CSc2nnc(-c3ccncc3)n2CC)c1C
→ ?	-9%	0.2%	i	6%	?	-8%	27%	-2%
(10) Cc1nn(C)c(C)c1CN(C)C(=O)C1CCC(=O)N(C2CCCCCC2)C1 (configuration not stated)
→ 10%	13%	1.2%	i	16%	0%	3%	8%	-3%
(11) CCN(CC(=O)Nc1ccc(NC(C)=O)cc1)C(=O)CSc1ncnc2sc(C)c(C)c12
→ 1%	-2%	-0.3%	i	-6%	-24%	-15%	18%	5%
(12) CCn1c(=O)c(=O)[nH]c2cc(C(=O)NC(C)c3ccc(S(N)(=O)=O)cc3)ccc21 (configuration not stated)
→ 11%	-10%	2.8%	i	-1%	28%	-21%	1%	-17%
(13) CCc1nn2c(=O)cc(COC(=O)c3ccccc3NC(=O)COc3ccc(C)c(C)c3)nc2s1
→ .	1%	0.5%	.	-13%	0%	.	.	.
(14) CCN(c1cccc(C)c1)S(=O)(=O)c1nnc(NC(=O)c2ccccc2Cl)s1
→ ?	-50%	-0.1%	.	20%	0%	.	.	.
(15) COc1cc(NS(=O)(=O)c2ccc(N/C=C\C(=O)c3ccc(OC)c(OC)c3)cc2)nc(OC)n1
→ -29%	22%	0.3%	i	-10%	25%	-3%	?	0%
(16) Cc1cc(O)c(C=Nc2ccc(Cl)cn2)c(=O)o1
→ 2%	6%	4.0%	i	-1%	6%	8%	-1%	-4%
(17) CN(CC(=O)Nc1ccccc1C(=O)NC1CC1)Cc1ccco1
→ 4%	3%	-0.2%	i	4%	-1%	2%	-2%	-8%
(18) CCOc1ccc(-c2nc(-c3ccc(OC)cc3)no2)cc1OCC
→ ?	0%	0.6%	i	-15%	14%	-2%	3%	-2%
(19) CCC(=O)N1c2ccc(S(=O)(=O)CCC(=O)NCc3cccs3)cc2CC1C (configuration not stated)
→ -22%	-12%	0.0%	i	-7%	-4%	-21%	?	5%
(20) CCCNC(=O)Nc1nnc(C2CC2)s1
→ 16%	6%	1.7%	i	0%	8%	20%	-10%	-11%
(21) CCO[C@@H]1OC(C(=O)Nc2ccccc2)=C[C@H](c2ccc(C(F)(F)F)cc2)[C@H]1CCCO
→ -17%	-17%	5.8%	?	0%	?	?	13%	-21%
(22) Cc1ccc(NC(=O)CN2C(=O)NC(C)(c3ccc(Cl)cc3)C2=O)c(Br)c1 (configuration not stated)
→ ?	-1%	4.9%	i	1%	?	?	17%	0%
(23) CN(C)C(=O)CCc1nc(-c2ccc(C(C)(C)C)cc2)no1
→ .	-7%	-0.8%	i	-22%	7%	0%	-7%	-17%
(24) COc1ccccc1OCC(=O)NC1CC(C)(C)NC(C)(C)C1
→ 5%	-9%	0.3%	i	5%	-5%	-4%	0%	0%

# 9 structures already listed, ordered by length of the SMILES, smallest number first.
# Order of values – Nrf2 inh	HepG2 viability	Nrf2 activator	ATXN viability	A549 viability	TGFb SMAD3 inh	ATXN2 expr inh	MCF10A rereplic	EPAC2 antagonist
(20) CCCNC(=O)Nc1nnc(C2CC2)s1
→ 16%	6%	1.7%	i	0%	8%	20%	-10%	-11%
(16) Cc1cc(O)c(C=Nc2ccc(Cl)cn2)c(=O)o1
→ 2%	6%	4.0%	i	-1%	6%	8%	-1%	-4%
(17) CN(CC(=O)Nc1ccccc1C(=O)NC1CC1)Cc1ccco1
→ 4%	3%	-0.2%	i	4%	-1%	2%	-2%	-8%
(18) CCOc1ccc(-c2nc(-c3ccc(OC)cc3)no2)cc1OCC
→ ?	0%	0.6%	i	-15%	14%	-2%	3%	-2%
(23) CN(C)C(=O)CCc1nc(-c2ccc(C(C)(C)C)cc2)no1
→ .	-7%	-0.8%	i	-22%	7%	0%	-7%	-17%
(19) CCC(=O)N1c2ccc(S(=O)(=O)CCC(=O)NCc3cccs3)cc2CC1C (configuration not stated)
→ -22%	-12%	0.0%	i	-7%	-4%	-21%	?	5%
(22) Cc1ccc(NC(=O)CN2C(=O)NC(C)(c3ccc(Cl)cc3)C2=O)c(Br)c1 (configuration not stated)
→ ?	-1%	4.9%	i	1%	?	?	17%	0%
(13) CCc1nn2c(=O)cc(COC(=O)c3ccccc3NC(=O)COc3ccc(C)c(C)c3)nc2s1
→ .	1%	0.5%	.	-13%	0%	.	.	.
(15) COc1cc(NS(=O)(=O)c2ccc(N/C=C\C(=O)c3ccc(OC)c(OC)c3)cc2)nc(OC)n1
→ -29%	22%	0.3%	i	-10%	25%	-3%	?	0%
